Screens from PubChem BioAssay.
ARNT TACC3 PPI: ARNT/TACC3 interaction disruption; Q9Y6A5; AlphaScreen His-ARNT PAS-B/GST-TACC3 binding, luminescence; TACC3 fragment carries E629A point mutation; inhibition, % at 9.99 µM; 390,000 tested, 0.66% active; AID 623870;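 active means mean inhibition of replicates at least 50% and at least half of replicates each reaching 50%; inconclusive means half or more replicates reach 50% but mean below 50%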;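 further: 0% = complete ARNT plus TACC3 wells and 100% = ARNT alone without TACC3; many hits fall short of the cut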
RAD52 inh: RAD52 (human) annealing inhibition. recombinant RAD52 DNA annealing, FRET fluorescence. P43351. inhibition, % at 18.7 µM. 360,000 tested, 0.46% active;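 active means every replicate showing at least 50% inhibition; inconclusive means mean inhibition at least 50% but not in every replicate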
PglD inh: inhibitors of Campylobacter jejuni PglD acetyltransferase; purified PglD enzyme, DTNB colorimetric CoA detection; inhibition, % at 12.5 µM; 360,000 tested, 0.098% active; AID 602405; in the data active means inhibition above about 16%, passing the limit was not always enough; inconclusive means no clear call, values can overlap the other calls; further: strong numbers were not always called active
CASP6 VEID inh: inhibitors of human caspase-6 | P55212 | purified caspase-6, Z-VEID-R110 cleavage fluorescence | inhibition, % at 12.5 µM | 350,000 tested, 0.53% active;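 active means mean inhibition across replicates at least about 35%, with every replicate also reaching that limit, limit read from the data; inconclusive means only one of the two criteria met; inactive means neither criterion met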;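 further: 0% = median of neutral control wells and 100% = no fluorescence left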
Target sequence (P55212 24-179 limits assumed): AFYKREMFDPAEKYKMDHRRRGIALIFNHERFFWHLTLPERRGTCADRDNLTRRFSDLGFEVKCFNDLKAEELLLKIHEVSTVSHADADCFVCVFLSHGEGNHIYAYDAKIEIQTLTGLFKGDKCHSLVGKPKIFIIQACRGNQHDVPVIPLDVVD
Target sequence (P55212 194-293 limits assumed): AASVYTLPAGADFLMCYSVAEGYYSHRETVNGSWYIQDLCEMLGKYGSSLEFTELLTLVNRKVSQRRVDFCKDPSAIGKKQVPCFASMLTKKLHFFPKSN
E-selectin induc: E-selectin induction on HUVECs; 260,000 tested, 0.37% active; P16581; activation, % at 7.58 µM; HUVEC E-selectin immunofluorescence imaging; normalized: neutral wells 0, TNF-alpha wells 100; AID 686992;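 active means mean E-selectin-positive cell signal at least 10% of the positive control, reached in at least 60% of replicates, without over 20% cell loss; inconclusive means no rule given, readout overlaps actives, possibly toxicity-flagged; inactive means the rest, including those meeting only one limit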;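 further: in these data hits start at about 27%; measured in HUVEC primary endothelial cells; signal is the percent of cells scored E-selectin positive by PE staining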
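System: HUVEC / Compound: single concentration / Signal: immunofluorescence imaging / Read-out: percent E-selectin-positive cells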
ERp5 inh: blocks human ERp5 reductase activity on insulin; AID 651711; ERp5 insulin aggregation, absorbance 650 nm, 90 min; inhibition, % at 9.99 µM; 350,000 tested, 0.05% active; Q15084;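 active means mean replicate inhibition above about 25%, with every replicate also reaching it, limit read from the data, passing the limit was not always enough; inconclusive means only one of those two criteria met; inactive means neither criterion met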
RAD54 inh: RAD54 (human) branch migration inhibition; inhibition, % at 10.4 µM; RAD54 Holliday junction branch migration, FAM/BHQ fluorescence; 360,000 tested, 0.14% active; Q92698;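 active means mean normalized replicate activity at least 40 and at least half of replicates scoring 40 or more; inconclusive means only one of the two criteria met; inactive means mean below 40 and under half of replicates reaching 40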;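 further: 0% = median of neutral control wells and 100% = median of positive control wells; inhibitors cause a drop in the FAM fluorescence signal; in these data hits start at about 50%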
Target sequence (Q92698 whole entry, looked up): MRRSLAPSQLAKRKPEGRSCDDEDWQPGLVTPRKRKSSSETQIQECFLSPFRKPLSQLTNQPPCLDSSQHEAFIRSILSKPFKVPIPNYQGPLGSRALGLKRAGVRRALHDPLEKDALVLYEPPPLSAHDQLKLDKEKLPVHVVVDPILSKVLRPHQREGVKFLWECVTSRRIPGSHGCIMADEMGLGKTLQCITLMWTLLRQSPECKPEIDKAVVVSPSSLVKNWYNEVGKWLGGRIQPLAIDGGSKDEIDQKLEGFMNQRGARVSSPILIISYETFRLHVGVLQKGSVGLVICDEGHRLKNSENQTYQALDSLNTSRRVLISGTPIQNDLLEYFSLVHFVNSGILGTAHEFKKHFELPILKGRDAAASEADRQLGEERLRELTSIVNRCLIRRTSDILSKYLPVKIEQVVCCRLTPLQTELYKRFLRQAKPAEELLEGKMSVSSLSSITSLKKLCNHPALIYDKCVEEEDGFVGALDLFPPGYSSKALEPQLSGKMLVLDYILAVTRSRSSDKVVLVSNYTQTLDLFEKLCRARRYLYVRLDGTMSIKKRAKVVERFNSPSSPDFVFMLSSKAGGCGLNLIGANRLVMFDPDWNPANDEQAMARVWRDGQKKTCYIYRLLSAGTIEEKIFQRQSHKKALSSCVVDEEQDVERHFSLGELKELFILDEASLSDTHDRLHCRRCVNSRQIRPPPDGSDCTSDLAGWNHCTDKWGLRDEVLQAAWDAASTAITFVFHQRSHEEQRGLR
esBAF inh: SWI/SNF esBAF complex inhibition. 350,000 tested, 2% active. reporter increase, % at 12.5 µM. mouse ES cells, Bmi1-luciferase knock-in reporter, 24 h; 100% = twice the neutral-well signal; in the data active means activation above about 40%; inconclusive means no clear call, values can overlap the other calls;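 further: 0% = median of the plate's neutral control wells and 100% = double that signal; a rise in the Bmi1 reporter signal indicates esBAF inhibition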
Active calls of the source: *; ? = inconclusive; . = no result given; & = joins results of further samples.

smiles	ERp5 inh	CASP6 VEID inh	esBAF inh	RAD52 inh	ARNT TACC3 PPI	RAD54 inh	PglD inh	E-selectin induc
CC(=O)N1[C@@H](CO)[C@@H]2c3ccccc3N(S(=O)(=O)c3ccc(F)cc3)C[C@@H]21	.	.	-4	.	3	-3	-1	0.5
CCOc1ccccc1N1CCN(C(=O)CC(C)(C)C)CC1	4	4	-3	-8	-2	-1	-1	4.5
CO[C@H]1CN(C)C(=O)c2ccc(NS(C)(=O)=O)cc2OC[C@@H](C)N(CC2CC2)C[C@@H]1C	-2	3	3	2	3	-3	0	0.1
COc1ccc(C(=O)Nc2ccc3c(c2)OC[C@H](C)N(C(C)=O)C[C@H](C)[C@H](OC)CN(C)C3=O)cc1	-4	-3	-5	14	5	6	-3	0.4
Cc1ccc(S(=O)(=O)Nc2ccc3c(c2)C(=O)N([C@@H](C)CO)C[C@@H](C)[C@H](CN(C)C(=O)CCCN(C)C)OCCCC[C@H](C)O3)cc1	-1	-1	0	21	-10	6	3	.
C[C@@H]1CN([C@H](C)CO)C(=O)c2cc(NC(=O)Cc3cn(C)c4ccccc34)ccc2O[C@H]1CN(C)S(=O)(=O)c1ccc(F)cc1	5&-5	-1&-1	1&10	-18&-31	5	-1&3	1&6	0.3&0.6
CC(C)[C@H](NC(=O)c1ccccc1)C(=O)OCC(=O)NCc1ccc(F)cc1	-2	0	-2	-1	-9	5	4	0.8
COc1ccc(-c2oc(=O)c3cc(OC)c(OC)cc3c2-c2cc(F)cc(OC)c2)cc1	-3	-1	2	-16	-1	3	3	0.1
CCOC(=O)c1nn(-c2ccc(C)c(Cl)c2)c(=O)c(C#N)c1C	3	0	0	-17	3	6	0	.
CCOc1ccccc1-n1c(SCC(=O)N2CCCC2)nnc1-c1ccc(O)cc1	.	.	-9	.	-2	-8	1	.
CC1CCCN(S(=O)(=O)c2ccc(C(=O)Nc3nnc(-c4ccco4)o3)cc2)C1 (stereo not given)	2	-1	-11	-13	36	-2	-2	0.4
CCCN(CC1CC1)C(=O)COC(=O)c1ccc(C)cc1O	-3	-4	6	-14	-24	-6	-5	-0.1
Cc1ccc2[nH]c3c(c2c1)CN(C(=O)CN1CCN(Cc2ccc4c(c2)OCO4)CC1)CC3	.	.	-8	.	9	3	8	.
CC(C)(C)NC(=O)COc1ccc(CNCc2cccnc2)cc1	-6	-6	.	-11	0	.	.	.
N#CCSc1nc2cc(C(=O)N3CCC(C(N)=O)CC3)ccc2c2nc3ccccc3n12	.	.	-9	.	47*	-3	2	.
NC(=O)C(c1cccc(Cl)c1)c1ncc(C(F)(F)F)cc1Cl (stereo not given)	.	.	-7	.	-15	8	-1	.
COc1cc2[nH]c(=O)n(Cc3ccc(C(=O)NC4CCCC4)cc3)c(=O)c2cc1OC	.	.	2	.	-7	1	-1	.
COc1ccc(S(=O)(=O)N(C)C[C@H]2OCCCC[C@@H](C)Oc3ccc(NC(=O)Nc4ccc(C(F)(F)F)cc4)cc3C(=O)N([C@H](C)CO)C[C@@H]2C)cc1	-4	-2	-5	-9	-3	-3	1	0.0
Cc1c(NC(=O)Nc2cccc(F)c2)c(=O)n(-c2ccccc2)n1C	-3	0	-5	-3	-4	-3	0	-0.3
CCCNC(=O)NCCc1c(C)[nH]c2ccccc12	0	2	-5	-77	24	8	-2	3.4
Nc1nc(N)c2c(ccc3nccc32)[nH]1	3	-18	-33	77*	3	62*	.	0.0
CC(C)C(=O)N[C@@H]1c2ccccc2CC[C@@H]1O	2	3	-8	0	3	-16	1	.
Cc1ccc(C)c(N2CCN(C(=O)CCc3nc(-c4cccc(F)c4)no3)CC2)c1	1	3	-4	-7	-6	0	6	0.0
COc1ccc(-c2nn(-c3ccccc3)cc2/C=N/NC(=O)c2ccc(Br)o2)cc1	.	.	2	.	2	-4	6	.
Cc1cc(C)n(C2CCCCC2OC(=O)c2ccccc2)n1 (stereo not given)	.	.	-10	.	-6	-4	0	.
O=C(c1cccc(S(=O)(=O)Nc2ccccc2Cl)c1)N1CCCCCC1	2	-204	-4	-9	-23	4	-1	-0.2
Cc1cccc(NC(=O)NCc2ccc3[nH]c(C)cc3c2)c1	11	-1	-3	-14	1	-5	5	0.1
COc1ccc(-c2noc(N3CCC(C(=O)NCc4ccccc4Cl)CC3)n2)cc1	3	-1	17	-3	-2	-1	-2	-0.1
C[C@@H]1CCCCO[C@@H](CN(C)S(=O)(=O)c2ccccc2)[C@@H](C)CN([C@@H](C)CO)C(=O)c2cc(NS(=O)(=O)c3ccccc3)ccc2O1	-2	2	2	-16	1	5	0	-0.4
CN1C(=O)c2cc(NC(=O)c3cscn3)ccc2OC[C@@H]2O[C@H](CC(=O)N3CCCCC3)CC[C@H]21	12	-2	0	-5	-18	-7	-2	0.1

One compound at a time, from the list above.
Record of `CC(C)C(=O)N[C@@H]1c2ccccc2CC[C@@H]1O` : ERp5 inh: 2; CASP6 VEID inh: 3; esBAF inh: -8; RAD52 inh: 0; ARNT TACC3 PPI: 3; RAD54 inh: -16; PglD inh: 1; E-selectin induc: .
Record of `CCOc1ccccc1-n1c(SCC(=O)N2CCCC2)nnc1-c1ccc(O)cc1` : ERp5 inh: .; CASP6 VEID inh: .; esBAF inh: -9; RAD52 inh: .; ARNT TACC3 PPI: -2; RAD54 inh: -8; PglD inh: 1; E-selectin induc: .

Next section
smiles	ERp5 inh	CASP6 VEID inh	esBAF inh	RAD52 inh	ARNT TACC3 PPI	RAD54 inh	PglD inh	E-selectin induc
Cc1nnc(SC(C(=O)c2ccccc2)c2ccccc2)[nH]c1=O (stereo not given)	-2	-5	.	-19	-10	.	.	9.0
C/C=C/c1ccc([C@@H]2[C@@H](CO)N(C(=O)C3CCC3)C23CN(C(=O)NC(C)C)C3)cc1	2	1	.	-24	.	.	.	0.1
CCCCNS(=O)(=O)c1ccc(NC(=O)Cc2ccc(OC)cc2)cc1	-3	-4	.	-24	-2	.	.	.
CC(C)c1ccc(O)c(NC(=S)NC(=O)c2cccnc2)c1	1	-1	.	-7	0	.	.	2.0
O=C1c2ccccc2C(=O)N1CCCCSc1nc2ccccc2o1	.	.	-5	.	-16	1	0	.
Cc1cccc(N=Nc2c(O)[nH]c3ccc(Br)cc23)c1	3	-1	?	-38	-8	-7	-3	.
Cc1cc(C)cc(-c2nnc(SCC(=O)N3CCN(C(=O)c4ccco4)CC3)o2)c1	0	-5	1	-17	1	-6	-1	.
O=C(C(Cc1ccccc1)n1cccc1)N1CCN(Cc2ccccc2)CC1 (stereo not given)	.	.	-1	.	5	-18	6	.
O=C(C1CC1)N1C[C@@H]2N[C@H](C1)C2c1ccc(-c2ccccc2F)cc1 (stereo not given in full)	2&-2	0&1	.	25&-6	.	.	.	-0.8&0.0
CCN(CC)C1CC(=O)N(c2cccc(Cl)c2)C1=O (stereo not given)	5	0	2	-7	-2	3	0	.
CC1CCCN(S(=O)(=O)c2ccc3oc(=O)ccc3c2)C1 (stereo not given)	2	2	-3	4	-5	-4	-2	-1.0
COc1cccc(CN2CC(C(=O)NCCc3nccs3)CCC2=O)c1 (stereo not given)	1	-1	-1	-9	.	-2	-2	-0.1
Cn1cc(S(=O)(=O)CC(=O)N2CCCc3ccccc32)c2ccccc21	2	0	-2	-8	1	5	-1	0.1
COC(=O)CC1=NN(c2ccc(OC)cc2)C(=O)C1	1	4	.	-23	6	.	.	.
O=C(Nc1ccc(F)cc1)C1CC(=O)n2ncnc2N1 (stereo not given)	-4	-3	5	8	-7	.	.	.
C=CCN(c1ccccc1OC)S(=O)(=O)c1cccc(C(=O)OC2CCOC2=O)c1 (stereo not given)	-2	-4	.	-5	-7	3	4	.
C=CCOc1ccc(C2NC(=O)NC(C)=C2C(=O)OC)cc1 (stereo not given)	.	.	2	.	33	10	1	.
NC(=S)NC(=O)/C=C/c1ccccc1	8	3	.	-13	0	.	.	-2.7
Cc1cccc(C(=O)O)c1[N+](=O)[O-]	3	-6	-4	-11	.	-2	7	.
CCN(CC(=O)Nc1c(F)cccc1F)C(=O)CCNC(=O)c1ccco1	4	-50	2	14	0	3	-2	0.1
COc1cccc(-c2cccc(-c3nc(C(=O)Nc4ccc(-c5ccccc5)cc4)cc4c3[C@H](CCO)N(S(=O)C(C)(C)C)C4)c2)c1 (stereo not given in full)	6	4	-6	-42	.	-11	4	.
C/C=C/c1ccc([C@H]2[C@H](CO)N3C(=O)CN(C(=O)c4ccc(F)cc4)C[C@@H]23)cc1	0	-2	.	-1	.	.	.	-0.2
COC(=O)CNC(=O)CN1C(=O)N(c2ccccc2)C(N(O)C(=O)Nc2ccccc2)C1(C)C (stereo not given)	.	.	2	.	10	5	-1	.
COc1ccccc1OCC(=O)O/N=C(\N)c1ccccn1	5	-1	.	8	0	.	.	-0.2
COc1cc2c(cc1OC)CN(C(=O)/C=C/c1ccc(F)cc1)CC2	1	-2	0	-9	8	-3	3	.
CCOC(=O)C1=C(c2ccccc2)N=c2s/c(=C\c3cc(OC)c(OC)c(OC)c3)c(=O)n2C1c1cccs1 (stereo not given)	.	.	-7	.	3	-7	-8	.
COCC(=O)Nc1ccc2c(c1)OC[C@@H](C)N(C(=O)CC1CC1)C[C@@H](C)[C@@H](OC)CN(C)C2=O	1	1	-2	13	-9	-6	-1	-0.3
CCCCN(C)C(=O)C1CCN(Cc2cccc(OCc3ccccc3)c2)CC1	2	-1	5	2	-1	4	3	.
C[C@H](CO)N1C[C@H](C)[C@@H](CN(C)Cc2ccc(C(F)(F)F)cc2)Oc2ccc(NC(=O)CCN3CCOCC3)cc2CC1=O	-2	2	-5	10	12	-3	1	.
NNC(=O)c1cccc(COc2ccc(Br)cc2)c1	.	.	5	.	4	12	2	.
COc1ccc(C(=O)N2CCC(=O)N(C(CO)Cc3ccccc3)CC2)cc1 (stereo not given)	3	-3	3	-8	-4	10	-1	-0.4
CC1CC(C)CN(C(=O)CSc2nc3ccsc3c(=O)n2Cc2ccccn2)C1 (stereo not given)	.	.	23	.	-1	10	3	.
C[C@H]1CN([C@@H](C)CO)C(=O)c2ccccc2-c2ccccc2CO[C@H]1CN(C)S(=O)(=O)c1cccc(C#N)c1	0	-3	-17	16	6	-1	4	-0.1
C[C@@H]1CN([C@@H](C)CO)S(=O)(=O)c2ccc(C#CC3CCCCC3)cc2O[C@@H]1CN(C)Cc1cccnc1	2&2&1	-2&-2&3	1&0&-2	-20&-8&-7	0&11	-2&3&3	0&-1&0	-0.3
C[C@@H]1CCCCO[C@H](CN(C)S(=O)(=O)c2ccccc2)[C@@H](C)CN([C@@H](C)CO)C(=O)c2cc(NC(=O)CCCN(C)C)ccc2O1	-3	-1	2	16	1	13	2	-0.2
O=C(Cc1ccc(Br)cc1)N1CCOCC1	0	3	3	-10	12	-2	-6	.
O=C(CN1CCOCC1)Nc1scc2c1c(=O)oc1ccccc12	-1	6	.	-2	.	-1	4	0.6
CSc1ccc(S(=O)(=O)N2CCC(C(=O)Nc3ccccc3C(F)(F)F)CC2)cc1	5	1	-10	-25	8	9	1	0.0
CCOc1ccc(-n2c(SCC(=O)Nc3nccs3)nnc2-c2ccoc2C)cc1	4	-7	8	-20	34	6	-3	6.1
CC(NC(=O)c1cc2ccccc2oc1=O)c1ccc(O)cc1 (stereo not given)	0	2	.	7	14	.	.	-0.1
Cc1ccnc(NC(=O)CCC(=O)N(CC(=O)NC2CCCCC2)Cc2cccs2)c1	2	1	.	-6	-8	.	.	.
CCOc1ccc(CCNC(=O)C(C)n2nc(C)n3c(cc4occc43)c2=O)cc1OCC (stereo not given)	.	.	-2	.	-2	0	-4	.
